Source: PubChem BioAssay
LAP4 TOR yeast: modulators of LAP4-GFP expression in yeast, primary screen, S. cerevisiae, multiplex flow cytometry, MLPCN library; 3 h; median GFP as percent of DMSO wells; GFP response vs DMSO, % at 10 µM; actives 0.34% (n = 320,000); AID 2023, 2009;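 active = GFP response vs DMSO above a set limit, about the screen mean plus 3 SD, cut at about 150% in these data; inconclusive = under 70 cell events counted for the yeast strain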
VLA-4 inh: inhibition in human VLA-4 binding assay, primary screen, VLA-4 allosteric modulator project, MLPCN library, flow cytometry, VLA-4 expressing cells. ligand binding flow cytometry. Integrin alpha-4 (Homo sapiens), P13612. inhibition, % (about 7 µM as worked out from the volumes in the protocol). actives 0.2% (n = 330,000). AID 2557, 2010; in the data active = inhibition above about 50%
Target sequence (P13612 whole entry, looked up): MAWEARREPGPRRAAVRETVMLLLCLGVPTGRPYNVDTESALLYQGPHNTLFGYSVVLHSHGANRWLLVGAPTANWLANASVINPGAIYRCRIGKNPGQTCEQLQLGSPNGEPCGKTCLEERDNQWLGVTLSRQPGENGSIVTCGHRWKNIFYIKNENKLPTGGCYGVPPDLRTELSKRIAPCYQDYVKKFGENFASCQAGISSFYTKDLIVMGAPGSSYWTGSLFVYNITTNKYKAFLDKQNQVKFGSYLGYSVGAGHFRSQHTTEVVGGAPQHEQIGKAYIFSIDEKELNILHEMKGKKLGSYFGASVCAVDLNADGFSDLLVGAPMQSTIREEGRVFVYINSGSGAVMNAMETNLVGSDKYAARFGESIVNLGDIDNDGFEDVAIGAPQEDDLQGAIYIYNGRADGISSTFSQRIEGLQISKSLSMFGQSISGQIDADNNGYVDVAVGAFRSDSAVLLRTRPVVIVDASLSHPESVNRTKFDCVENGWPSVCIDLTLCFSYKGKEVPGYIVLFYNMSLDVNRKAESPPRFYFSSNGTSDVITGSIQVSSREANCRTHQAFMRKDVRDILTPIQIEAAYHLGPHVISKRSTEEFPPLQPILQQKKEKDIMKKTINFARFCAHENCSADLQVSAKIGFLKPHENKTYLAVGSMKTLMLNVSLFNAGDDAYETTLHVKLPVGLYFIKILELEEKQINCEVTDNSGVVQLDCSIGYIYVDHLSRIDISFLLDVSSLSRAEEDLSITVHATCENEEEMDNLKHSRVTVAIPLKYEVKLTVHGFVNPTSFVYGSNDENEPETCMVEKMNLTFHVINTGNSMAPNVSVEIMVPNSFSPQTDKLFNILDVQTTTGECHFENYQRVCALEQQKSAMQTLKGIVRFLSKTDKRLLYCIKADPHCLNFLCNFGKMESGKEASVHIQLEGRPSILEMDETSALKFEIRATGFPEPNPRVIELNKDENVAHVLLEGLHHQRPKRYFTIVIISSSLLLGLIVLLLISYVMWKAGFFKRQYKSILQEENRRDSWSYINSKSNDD
MEP2-GFP yeast: modulators of MEP2-GFP levels in yeast, primary screen, S. cerevisiae, multiplex flow cytometry, MLPCN library | actives 0.51% (n = 330,000) | GFP response vs DMSO, % at 10 µM | S. cerevisiae MEP2-GFP strain, 3 h; 100% = DMSO control level;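 active = GFP response versus DMSO above a set limit, roughly screen mean plus 3 SD, cut at about 180% in these data; inconclusive = fewer than 70 cells counted for a yeast strain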;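 also: median GFP fluorescence of the barcode-gated MEP2-GFP cells per well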
Yeast superoxide: reduction of superoxide in aged yeast, primary screen, HTS | S. cerevisiae aged cells, superoxide DHE fluorescence; hits give low values | superoxide response (% of plate mean), % at 10 µM | actives 0.18% (n = 330,000) | AID 2690, 2010;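 active = superoxide response under a set limit, about three screen SD below normal, cut at about 65% in these data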;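 also: yeast aged for seven days with compound at 30 °C before DHE staining; 100% = average MFI of all compound-treated wells on the plate with controls excluded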
AGP1-GFP MLPCN: modulators of AGP1-GFP expression in yeast TOR pathway, primary screen, cell-based, multiplex flow cytometry, S. cerevisiae, MLPCN library. 3 h; GFP as percent of DMSO wells. GFP response vs DMSO, % at 10 µM. actives 0.02% (n = 320,000). AID 2066, 2009;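 active = GFP response relative to DMSO above a set limit, near screen average plus 3 SD, cut at about 150% in these data; inconclusive = fewer than 70 cells counted for the yeast strain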;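 also: median GFP channel fluorescence of the gated AGP1 strain per well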
RPL19A TOR yeast: RPL19A-GFP expression modulators in yeast, primary screen, cell-based, S. cerevisiae, multiplex flow cytometry, MLPCN; S. cerevisiae RPL19A-GFP strain, 3 h; hits give low values; actives 0.3% (n = 330,000); AID 2025, 2009; percent response vs DMSO, % at 10 µM;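 active = percent response vs DMSO below 50%; inconclusive = fewer than 70 events counted for the yeast strain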;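 also: median channel GFP fluorescence of the barcoded RPL19A-GFP strain; ratio of sample median GFP to plate DMSO average so 100% = DMSO; lower means less RPL19A-GFP as with rapamycin TOR inhibition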
GRK2 inh: compounds blocking aptamer binding on GRK2 – biochemical, human GRK2, bead flow cytometry, HTS, primary screen | inhibition of aptamer binding, % at 10 µM | AID 488847, 2010 | actives 0.59% (n = 330,000) | Beta-adrenergic receptor kinase 1 (Homo sapiens), P25098 | FAM-aptamer displacement from GRK2;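 active = inhibition of aptamer binding above 40%, roughly 3 SD of noise, on plates passing a quality check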;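 also: median bead fluorescence of bound FAM aptamer so fluorescent compounds give negative values; no value below 0 was filed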
CIT2 TOR yeast: modulators of CIT2-GFP expression in yeast, primary screen, S. cerevisiae, GFP fusion, multiplex flow cytometry, MLPCN library; AID 2029, 2009; S. cerevisiae CIT2-GFP strain, 3 h; 100 means same as DMSO wells; GFP response vs DMSO, % at 10 µM; actives 0.065% (n = 320,000);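 active = GFP response relative to DMSO above a set limit, near the screen mean plus 3 SD, cut at about 150% in these data; inconclusive = Fewer than 70 cells measured for a yeast strain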;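 also: ratio of well median GFP fluorescence to mean of DMSO wells on the plate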
Active calls of the source: *; ? = inconclusive; / = no result given.

SMILES | LAP4 TOR yeast | VLA-4 inh | MEP2-GFP yeast | Yeast superoxide | AGP1-GFP MLPCN | RPL19A TOR yeast | GRK2 inh | CIT2 TOR yeast
O=S(=O)(NCCc1c[nH]c2ccccc12)c1ccccc1 | 92.1 | 1.9 | 108.4 | 85.7 | 100.2 | 104.9 | 0.0 | 104.5
COc1cccc(NC(=O)Nc2ccc3c(c2)CCC3)c1 | 110.7 | 6.0 | 105.4 | 107.5 | 106.3 | 112.4 | 0.0 | 105.9
COc1ccc(CCNC2CC(=O)N(CCc3ccccc3)C2=O)cc1 (stereo unspecified) | 95.4 | 1.0 | 102.3 | 95.0 | 105.2 | 99.6 | 2.0 | 99.2
COC(=O)c1ccccc1NC(=O)NC1CCCC1 | 96.3 | 2.6 | 105.4 | 102.3 | 103.0 | 104.3 | 0.0 | 102.0
O=C(CSc1nnc(CNC(=O)c2cccs2)o1)NCc1ccc(F)cc1 | 99.0 | 13.1 | 96.5 | 93.2 | 104.4 | 97.7 | 4.0 | 95.2
CCc1ccccc1N(CC(=O)Nc1cccc(N(C)S(C)(=O)=O)c1)S(C)(=O)=O | 92.0 | 12.2 | 100.7 | 94.8 | 101.6 | 99.0 | 1.0 | 94.7
O=C(OCC(=O)c1ccc[nH]1)c1ccc(Cl)nc1 | 99.6 | 3.2 | 98.0 | 97.9 | 97.7 | 96.9 | 6.0 | 86.5
COC(=O)c1ccc(NS(=O)(=O)c2cc(C)ccc2OC)cc1 | 103.1 | 5.7 | 96.5 | 104.0 | / | 94.5 | 0.0 | 94.2
COc1cccc(CN2CC(C(=O)N3CCCO3)CCC2=O)c1 (stereo unspecified) | 104.7 | 17.1 | 92.6 | 104.9 | 99.5 | 93.6 | 0.0 | 102.8
COc1cccc(NC(=O)Cn2cc(C=O)c3ccccc32)c1 | 91.5 | 4.0 | 104.4 | 114.6 | 94.6 | 103.8 | / | 112.4
CSCCC(NC(=O)c1ccccc1Cl)C(=O)NNC(=O)c1ccccc1O (stereo unspecified) | 93.5 | -11.4 | 93.0 | 97.2 | 91.8 | 86.8 | 0.0 | 81.4
Cc1ccc(N2C(=O)CC(n3ccnc3)C2=O)cc1C (stereo unspecified) | 90.3 | 11.4 | 90.4 | 88.6 | 96.9 | 94.0 | 2.0 | 97.7
CCc1ccc(C(=O)C(C)OC(=O)c2cccc(S(=O)(=O)N3CCOCC3)c2)cc1 (stereo unspecified) | 98.9 | -1.4 | 106.6 | 95.8 | 94.5 | 107.2 | 0.0 | 99.3
C=CCNC(=O)N1CCC(n2nccc2NC(=O)CCCc2ccccc2)CC1 | 99.2 | -84.8 | 100.9 | 94.0 | 96.7 | 98.7 | 2.0 | 95.5
COc1ccccc1CNC(=O)c1cc(C(=O)CC(C)C)c[nH]1 | 98.8 | 15.3 | 102.3 | 75.4 | 97.1 | 100.7 | 1.0 | 93.1
CCOC(=O)C1(Cc2ccc(OC)cc2)CCN(C(=O)[C@@H]2CCCN2C(C)=O)CC1 | 98.3 | 15.7 | 95.5 | 109.5 | 105.5 | 98.2 | 4.0 | 83.6
COc1ccc(NS(=O)(=O)c2cccc(C(=O)NCCCn3ccnc3)c2)cc1 | 99.3 | -8.8 | 102.3 | 87.1 | 101.2 | 98.0 | 0.0 | 96.2
COc1ccc(Cl)cc1N1C(=NC(=O)C2CCCCC2)SC2CS(=O)(=O)CC21 (stereo unspecified) | 85.5 | 0.2 | 93.0 | 89.2 | 95.0 | 96.8 | 0.0 | 91.7
O=C(Oc1ccc(/C=N/NC(=O)c2ccccc2F)cc1)c1ccccc1 | 87.3 | -11.5 | 86.3 | 83.2 | 93.7 | 99.0 | 1.0 | 90.1
Cn1cc(/C=C/C(=O)N2CCCC(C(=O)c3ccc(C(C)(C)C)cc3)C2)cn1 (stereo unspecified) | 102.5 | -0.5 | 94.4 | 109.6 | 64.6 | 110.5 | 1.0 | 88.1
Cc1ccccc1C1CC(c2ccccc2)Nc2ncnn21 (stereo unspecified) | 95.6 | -14.7 | 101.5 | 97.9 | 102.7 | 96.7 | 0.0 | 107.1
Cc1cc(NC(=O)Cc2ccc(Br)cc2)no1 | 87.8 | -19.4 | 97.1 | 96.4 | 93.0 | 99.1 | 0.0 | 101.5
Nc1nc(SCC(=O)NCc2ccccc2)[nH]c(=O)c1NC(=O)c1ccccc1F | 100.7 | -5.0 | 102.0 | 114.3 | 108.4 | 109.7 | 0.0 | 107.1
COc1cccc(/C=N/Nc2cc(N3CCOCC3)ncn2)c1O | 94.5 | -3.7 | 103.1 | 93.5 | 106.4 | 103.8 | 0.0 | 109.7
Cc1ccc(C2N(C)c3ccccc3-c3nc4ccccc4n32)o1 (stereo unspecified) | 82.8 | 6.7 | 97.4 | 90.7 | 97.9 | 98.3 | 1.0 | 105.0
O=S(=O)(NN=C1CCCCCC1)c1ccccc1 | 90.2 | -2.3 | 96.5 | 80.9 | ? | 99.2 | 0.0 | 104.9
CC(NS(=O)(=O)c1ccc(Cl)c(Cl)c1)C(=O)OCC(=O)N1CCCCCC1 (stereo unspecified) | 101.1 | -18.0 | 100.7 | 106.1 | 96.1 | 96.4 | 0.0 | 97.9
COc1ccccc1C(=O)N(Cc1ccc(Cl)cc1)C1CCS(=O)(=O)C1 (stereo unspecified) | 93.0 | 10.6 | 109.8 | 90.7 | 101.2 | 102.3 | 2.0 | 104.3
Cc1cc(C)nc(N/N=C/C2=C(O)CC(c3ccc(F)cc3)CC2=O)n1 (stereo unspecified) | 145.6 | -4.2 | 84.9 | 100.2 | 87.8 | 93.5 | 0.0 | 84.1
N[C@@H](Cc1ccccc1)c1nnc2sc(SCc3ccccc3)nn12 | / | 10.6 | 93.7 | 86.5 | 90.2 | 89.6 | 55.0* | 80.0
CC(NC(=O)c1cccs1)C(c1cccs1)N1CCN(c2ccccc2)CC1 (stereo unspecified) | 87.0 | -2.7 | 99.2 | 114.7 | 94.0 | 96.8 | 2.0 | 95.3
N#Cc1c(N)nc2c(c1-c1ccco1)CCCCC2 | 103.3 | -7.4 | 104.8 | 91.0 | 101.7 | 102.9 | 1.0 | 107.2
CC(=O)c1c(C)[nH]c(C(=O)Nc2ccc3c(c2)OCCO3)c1C | 86.7 | -4.4 | 95.1 | 94.3 | 101.5 | 99.6 | 1.0 | /
CC(=O)Nc1ccc(N/C=C/C(=O)C(C)(C)C)cc1 | 116.2 | -0.8 | 107.7 | 132.2 | 110.4 | 107.1 | 4.0 | 104.2
CCc1ccc(N(CC(=O)NCc2ccco2)C(=O)CCC(=O)Nc2nccs2)cc1 | 96.2 | -3.9 | 99.0 | 114.0 | 102.2 | 109.3 | 0.0 | 103.7
CCC(=O)c1ccc(NC(C)=O)cc1O | 105.4 | 8.9 | 99.5 | 87.2 | 104.2 | 96.3 | 2.0 | 95.2
CCNC(=O)C1CC(=O)N(Cc2ccc(F)cc2)C(=Nc2ccc(OC)cc2)S1 (stereo unspecified) | ? | 3.2 | ? | 86.4 | ? | ? | 0.0 | ?
Cc1ccccc1NC(=S)NCCSc1ccc(Cl)cc1 | 110.9 | 17.8 | 102.7 | 106.2 | 105.2 | 98.0 | 0.0 | 101.8
Cc1nc(SCC(=O)NCCc2ccccc2)c2oc3ccccc3c2n1 | 98.2 | 24.7 | 102.8 | 88.3 | 105.7 | 103.0 | 1.0 | 99.0
COc1ccc(CCNC(=O)C2(C)CCC(=O)N2Cc2ccc3c(c2)OCO3)cc1OC (stereo unspecified) | 97.5 | 14.0 | 101.5 | 98.4 | 98.3 | 100.9 | 0.0 | 94.6
OCOCCCn1c(C2CCCN2c2nc(-c3ccc(F)cc3)cs2)nc2cc(Cl)c(N3CCCCC3)cc21 (stereo unspecified) | 96.7 | -36.0 | 110.2 | 95.8 | 101.5 | 98.7 | 2.0 | 98.2
CC1CCC(NC(=O)CN(C)S(=O)(=O)c2cnc[nH]2)CC1 (stereo unspecified) | 106.3 | -0.6 | 93.2 | 90.9 | 96.7 | 96.6 | 0.0 | 92.7
CCOC(=O)c1cnc2ccccc2c1Nc1cccc(C(=O)O)c1 | 97.7 | 37.4 | 99.3 | 83.6 | 107.0 | 103.0 | 1.0 | 106.8
COc1ccc(CCNC(=O)c2ccc(CNS(=O)(=O)c3ccccc3)cc2)cc1OC | 101.7 | 0.6 | 100.9 | 101.1 | 98.1 | 101.5 | 0.0 | 99.0
Cc1nc(-c2ccc(Cl)cc2)sc1C1(C)CC(c2cccnc2)=NO1 (stereo unspecified) | 125.6 | -14.2 | 84.0 | 91.3 | 75.5 | 89.5 | 14.0 | 57.9
CC1=NC(C)Cc2ccccc21 (stereo unspecified) | 100.2 | -9.4 | 110.1 | 104.1 | 102.0 | 98.2 | 3.0 | 104.0
COc1ccccc1-n1nnnc1SCC(=O)N1CCCC1=O | 95.0 | 1.0 | 104.2 | 112.4 | 97.8 | 100.4 | 7.0 | 104.5
COc1ccc(C(=O)NCC(=O)OCC(=O)Nc2cc([N+](=O)[O-])ccc2F)cc1 | 100.9 | -3.9 | 103.0 | 92.6 | 99.0 | 99.3 | 2.0 | 96.6
Cc1ccc(C(=O)NCCc2c[nH]c3ccccc23)c(C)c1 | 112.1 | 1.8 | 111.3 | 94.3 | 93.5 | 99.5 | 3.0 | 91.0
CSc1ncccc1C(=O)OCC(=O)Nc1cccc(S(=O)(=O)N2CCOCC2)c1 | 92.4 | 5.0 | 99.5 | 92.3 | 100.1 | 100.3 | 1.0 | 101.7

For convenience, part of the list above:
SMILES | LAP4 TOR yeast | VLA-4 inh | MEP2-GFP yeast | Yeast superoxide | AGP1-GFP MLPCN | RPL19A TOR yeast | GRK2 inh | CIT2 TOR yeast
Cc1ccc(C(=O)NCCc2c[nH]c3ccccc23)c(C)c1 | 112.1 | 1.8 | 111.3 | 94.3 | 93.5 | 99.5 | 3.0 | 91.0
CSc1ncccc1C(=O)OCC(=O)Nc1cccc(S(=O)(=O)N2CCOCC2)c1 | 92.4 | 5.0 | 99.5 | 92.3 | 100.1 | 100.3 | 1.0 | 101.7

Continued:
SMILES | LAP4 TOR yeast | VLA-4 inh | MEP2-GFP yeast | Yeast superoxide | AGP1-GFP MLPCN | RPL19A TOR yeast | GRK2 inh | CIT2 TOR yeast
Nc1ccccc1SCC1CSc2nc3ccccc3c(=O)n21 (stereo unspecified) | 107.2 | -3.4 | 109.4 | 101.8 | 125.4 | 114.6 | 0.0 | 110.4
Cn1c(SC/C=C/c2ccccc2)nnc1-c1cnccn1 | 92.8 | 13.9 | 95.3 | 95.0 | 87.1 | 91.8 | 0.0 | 86.3
Cc1cc(=O)[nH]c(SCC(=O)N2CCCC(C)C2)n1 (stereo unspecified) | 93.0 | -1.2 | 102.3 | 105.4 | 93.7 | 103.5 | 0.0 | 95.0
COc1ccc(Nc2nnc(-c3ccc(C(N)=O)cc3)c3ccccc23)cc1 | 98.7 | 14.1 | 109.1 | 106.7 | 106.0 | 108.8 | 0.0 | 110.0
CC(=O)Nc1ccc(NC(=O)C2CCN(C(=O)c3ccc([N+](=O)[O-])cc3)CC2)cc1 | 95.5 | 1.6 | 107.0 | 94.6 | 110.7 | 109.5 | 0.0 | 115.5
CC(=O)NC(Cc1ccc(F)cc1)C(=O)NC1CCN(C(=O)NCc2ccccc2)CC1 (stereo unspecified) | 93.1 | -0.5 | 109.6 | 88.2 | 105.5 | 103.3 | 2.0 | 109.1
Fc1ccc2c(Cl)c(-c3nnc(-c4cccs4)o3)sc2c1 | 101.2 | 5.5 | 103.7 | 109.2 | 107.2 | 101.9 | 1.0 | 103.6
